VIM-2 inhibitor = inhibitors of Pseudomonas aeruginosa VIM-2 metallo-beta-lactamase; purified VIM-2, nitrocefin hydrolysis, epi-absorbance fluorescence; inhibition, % at 5.6 µM; actives 0.89% (n = 290,000);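 active = inhibition above the mean of all tested compounds plus 3 SD, cutoff set per screening run, cut at about 7.5% in these data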;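 also: red hydrolysis product quenches plate fluorescence so inhibitors raise well fluorescence; 0% = enzyme with DMSO and 100% = DMSO without enzyme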
IDE inh = inhibits human insulin-degrading enzyme in HEK cells | FAbetaB cleavage, fluorescence polarization | AID 434962 | inhibition, % at 5.59 µM | actives 0.41% (n = 320,000) | P14735;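 active = percent inhibition above the average of all tested compounds plus 3 SD, set per screening campaign, cut at about 16% in these data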;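 also: IDE supplied by intact live HEK cells; FP after avidin binding of uncleaved biotin substrate so inhibition keeps polarization high; 0% = DMSO wells and 100% = 60 µM reference IDE inhibitor Ii1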
pCIP destab = compounds decreasing mouse p/CIP protein stability; F442A p/CIP-EGFP cells, EGFP fluorescence, 16 h; actives 0.01% (n = 290,000); decrease of EGFP signal, % at 10 µM; Q05BA5;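 active = EGFP signal decrease of at least 30% at 10 µM or well 3 SD below plate mean, unless failing retest; inactive = the rest, including hits failing retest or dose response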; also: some compounds called inactive have numbers as strong as hits; many of its hits are not listed in these tables
Target sequence (Q05BA5 1-1403): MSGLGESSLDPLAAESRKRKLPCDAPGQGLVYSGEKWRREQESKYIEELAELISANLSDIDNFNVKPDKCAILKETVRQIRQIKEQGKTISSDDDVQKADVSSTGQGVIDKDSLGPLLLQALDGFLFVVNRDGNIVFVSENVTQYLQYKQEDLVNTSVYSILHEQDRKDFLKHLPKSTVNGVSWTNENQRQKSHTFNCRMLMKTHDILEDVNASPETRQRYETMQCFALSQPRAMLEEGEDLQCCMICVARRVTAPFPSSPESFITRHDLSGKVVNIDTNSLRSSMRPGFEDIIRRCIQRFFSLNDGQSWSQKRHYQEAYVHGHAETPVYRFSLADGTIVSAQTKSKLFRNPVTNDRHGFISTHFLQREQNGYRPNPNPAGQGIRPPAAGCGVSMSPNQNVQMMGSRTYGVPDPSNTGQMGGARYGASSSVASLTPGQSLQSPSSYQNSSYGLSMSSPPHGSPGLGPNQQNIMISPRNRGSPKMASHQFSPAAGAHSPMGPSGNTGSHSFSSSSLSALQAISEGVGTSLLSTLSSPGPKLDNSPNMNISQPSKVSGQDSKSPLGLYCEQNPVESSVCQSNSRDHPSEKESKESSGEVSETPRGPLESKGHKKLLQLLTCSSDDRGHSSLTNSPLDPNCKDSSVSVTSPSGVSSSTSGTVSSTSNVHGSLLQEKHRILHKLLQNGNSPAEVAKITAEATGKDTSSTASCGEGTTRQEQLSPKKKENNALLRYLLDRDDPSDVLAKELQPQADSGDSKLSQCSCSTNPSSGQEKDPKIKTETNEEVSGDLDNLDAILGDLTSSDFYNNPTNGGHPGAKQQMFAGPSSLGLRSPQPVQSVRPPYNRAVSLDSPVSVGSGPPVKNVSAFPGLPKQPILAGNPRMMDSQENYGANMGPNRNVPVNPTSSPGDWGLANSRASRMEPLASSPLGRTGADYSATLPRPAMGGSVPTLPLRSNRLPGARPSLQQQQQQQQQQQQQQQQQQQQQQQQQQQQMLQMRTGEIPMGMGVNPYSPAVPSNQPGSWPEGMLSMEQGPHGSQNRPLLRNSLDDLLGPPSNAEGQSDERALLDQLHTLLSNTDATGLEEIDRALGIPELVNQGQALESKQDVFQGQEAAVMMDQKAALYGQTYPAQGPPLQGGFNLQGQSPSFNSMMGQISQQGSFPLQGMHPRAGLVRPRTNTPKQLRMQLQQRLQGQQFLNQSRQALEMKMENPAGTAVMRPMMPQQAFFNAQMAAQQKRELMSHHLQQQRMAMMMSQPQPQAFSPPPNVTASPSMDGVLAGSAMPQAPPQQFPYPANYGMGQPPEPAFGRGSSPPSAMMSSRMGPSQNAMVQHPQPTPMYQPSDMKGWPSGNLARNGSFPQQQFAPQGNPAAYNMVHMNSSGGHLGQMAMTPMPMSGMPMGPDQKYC
IMP-1 inh = inhibitors of Pseudomonas aeruginosa IMP-1 metallo-beta-lactamase | AID 1556 | inhibition, % at 5.6 µM | actives 0.45% (n = 290,000) | purified IMP-1, nitrocefin hydrolysis, epi-absorbance fluorescence;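 active = inhibition above the mean plus 3 SD of all compounds in the same screening run, cut at about 4.5% in these data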;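 also: 0% = IMP-1 with DMSO and 100% = DMSO wells lacking enzyme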
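Test system: recombinant IMP-1 enzyme, purified / Medium: HEPES buffer pH 7.1 with ZnSO4 and Brij 35 / Doses: single dose, 5.6 µM / Times: 25 °C, 15 min preincubation, 25 min reaction / Detection: Epi-absorbance via hydrolysed-nitrocefin quenching of white-plate fluorescence, 480/530 nm, EDTA stop / Evaluation: percent inhibition from optical density relative to buffer-blank wells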
SUMO HTRF inh = blocks human SUMOylation mediated by UBC9. HTRF SUMOylation assay, SAE1/SAE2 + UBC9, in vitro. inhibition, % at 35 µM. actives 0.36% (n = 290,000); in the data active = inhibition above about 50%, passing the limit was not always enough; also: strong numbers were not always called active
M18AAP inhibitor = PfM18AAP enzyme inhibition | recombinant PfM18AAP, H-Glu-NHMec fluorogenic cleavage | inhibition, % at 7.35 µM | actives 1.2% (n = 290,000) | AID 1822;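 active = inhibition above the campaign mean inhibition over all tested compounds plus 3 SD, cut at about 28% in these data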;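 also: 0% = plate median of test compound wells and 100% = 2 mM ZnCl2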
DNA FID counter = counter-screen for HCV NS3 helicase inhibitors: DNA intercalator displacement; DNA fluorescent intercalator displacement, fluorescence; actives 0.17% (n = 290,000); inhibition, % at 7.9 µM; AID 1845; in the data active = inhibition above about 37%;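 also: 0% = vehicle and 100% = reference compound; higher means more ethidium bromide displaced from hairpin DNA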
IDE cell activ = boosts human insulin-degrading enzyme activity in HEK cells. FAbeta-B cleavage, fluorescence polarization; 0% vehicle, 100% cell-free pure enzyme wells. activation, % at 5.96 µM. actives 0.073% (n = 340,000);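 active = activation above the mean of all tested compounds plus 3 SD, set per screening campaign, cut at about 17% in these data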
HCV NS3 hel inh = inhibitors of Hepatitis C virus NS3 helicase | actives 0.56% (n = 290,000) | NS3 helicase DNA unwinding, Cy5 molecular beacon fluorescence | inhibition, % at 10.9 µM;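 active = inhibition above the mean of all tested compounds plus 3 SD, set per campaign, cut at about 35% in these data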;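 also: 0% = DMSO wells and 100% = thioflavine S control wells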
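Measured by: Cy5 fluorescence, 0 and 60 min reads / Assay system: NS3 helicase fragment of HCV / Control set: low DMSO, high thioflavine S at 110 µM / Times: 1 h reaction at 25 °C, ATP-initiated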
An asterisk follows results filed as active; / = not tested or not shown.

SMILES	VIM-2 inhibitor	IDE inh	pCIP destab	IMP-1 inh	SUMO HTRF inh	M18AAP inhibitor	DNA FID counter	IDE cell activ	HCV NS3 hel inh
COCCN1C(=O)N(c2cccc(OC)c2)C(=O)C1CC(=O)Nc1ccc(Cl)cc1 (stereo not given)	-1.5	5	-62	-3.3	10	6	-10	5	3
NC(=O)c1ccc(Nc2ccc3nonc3c2[N+](=O)[O-])cc1	-0.5	/	2	-2.9	5	2	1	9	4
COc1ccc(C(=O)CSc2nnc(CNC(=O)c3ccco3)n2C)cc1	-2.9	-1	-10	-1.9	12	1	-6	5	2
CC(C)n1c(SCC(=O)N2CCCC2)nc2c1c(=O)n(C)c(=O)n2C	0.6	-1	2	-1.8	-31	-5	-9	6	-8
Cn1cc(C(=O)c2ccc(Cl)cc2Cl)cc1C(=O)N/N=C(\N)COc1ccccc1	-3.3	0	23	-3.2	1	0	-11	4	-3
C/C(=N\NC(=O)c1nnn(-c2nonc2N)c1CSc1ccc(Cl)cc1)c1ccco1	-0.5	1	0	-0.6	11	2	-15	-1	-2
Cc1ccc(NC(=O)OCCN2CCN(Cc3ccccc3)CCC2=O)cc1C	-0.6	2	-2	-2.1	8	-6	-20	-1	-3
FC(F)(F)c1cccc(-c2nc3nc(Cl)c(Cl)nc3[nH]2)c1	-0.3	-1	-26	-1.0	32	-8	13	3	9
COc1cccc(C(=O)Nc2ncc3c(n2)CC(C)(C)CC3=O)c1	-0.6	2	-2	-3.0	8	-2	-10	0	-5
NC(=O)CCn1c2ccccc2c2ccccc21	3.4	0	-8	1.9	-3	-4	1	-3	6
Cn1c(CC(=O)Nc2ccccc2Cl)nnc1SCC(=O)NC1CCCCC1	1.7	-10	-16	-0.2	7	-4	-18	3	-3
COc1ccc(S(=O)(=O)N2CCC(C(=O)NCc3ccncc3)CC2)cc1	-1.4	2	-12	-5.1	/	4	-1	2	1
CCc1c(C)sc(NC(=O)CC#N)c1C#N	0.2	3	-2	0.2	17	6	-14	3	28
O=C(N/N=C/c1cccc([N+](=O)[O-])c1)C(=O)N1CCCCCC1	0.9	0	-20	-0.7	-3	0	-9	1	-6
COc1ccc(C(=O)NCCCN2CCOCC2)cc1	-2.7	5	9	-3.4	15	-5	-4	0	6
Cc1ccc(NC(=O)N2CCCC(c3nc(-c4ccc(F)cc4)no3)C2)cc1 (stereo not given)	-1.2	-4	-21	-2.9	4	8	-21	0	-5
CCOc1ccc(CN(CC)C(=O)c2ccc3c(c2)[nH]c(=O)c(=O)n3CC)cc1OC	-1.6	4	-1	-2.3	13	8	-32	3	9
C[C@H]1CN(CCc2ccccc2)C(=O)[C@@H]1CC(=O)NCc1ccccc1	0.0	-2	-2	1.4	-6	2	-33	3	-5
COc1ccc(NC2CCCN(C(=O)COc3ccc(C)cc3)C2)cc1 (stereo not given)	-3.9	4	-2	-2.4	-15	5	-16	1	12
Cc1nn(C)cc1CN(C)C(=O)CCc1nnc(CCC2CCCCC2)o1	-3.3	-5	-9	2.2	-2	0	-18	2	-2
O=[N+]([O-])c1ccc(CCn2ccnc2)cc1	-0.5	-2	-1	-2.7	11	-1	-1	6	-2
COc1cccc(/C=C/C(=C2/C(=O)N(c3ccccc3)N=C2C)c2ccc(Br)cc2)c1OC	-3.3	-4	-6	-3.1	-11	-3	-2	3	-3
CCCCCCCCOC(=O)CCc1c(C)[nH]c(=S)[nH]c1=O	-5.9	2	-21	-2.4	2	5	-43	3	12
O=C(Nc1cccc(F)c1)c1coc(=O)c(Br)c1	-1.1	-5	1	-5.3	8	5	0	7	16
Cc1cccc(-n2nnc(C(=O)N3CCc4ccccc4C3)c2N)c1	-2.2	-3	2	-2.7	-21	14	-24	-2	-11
SMILES	VIM-2 inhibitor	IDE inh	pCIP destab	IMP-1 inh	SUMO HTRF inh	M18AAP inhibitor	DNA FID counter	IDE cell activ	HCV NS3 hel inh
O=C(COc1ccc2c3c(c(=O)oc2c1)CCCC3)NCc1ccccn1	7.8*	-5	-1	-1.9	5	-3	-40	1	5
Cc1ccc(S(=O)(=O)Nc2cc(=O)[nH]c(SCc3ccccc3Cl)n2)cc1	-0.3	3	-4	-0.6	14	-4	0	-10	-4
O=C(COc1ccc(S(=O)(=O)N2CCCCC2)cc1)NCC1CCCO1 (stereo not given)	-1.7	-2	-8	-1.6	13	5	-12	10	3
O=C1CSC(c2cn(-c3ccccc3)nc2-c2cc3ccccc3oc2=O)N1Cc1ccccc1 (stereo not given)	-1.3	-2	-6	-2.7	9	-4	-5	3	4
Nn1c(SCc2cn3cc(Cl)ccc3n2)nnc1-c1ccncc1	-1.8	5	-5	-3.3	4	6	0	1	8
COc1ccc(-n2ncc3c(=O)n(Cc4c(F)cccc4Cl)cnc32)cc1	-1.7	-4	-4	-2.7	10	0	-6	1	1
O=C(c1ccc2c(c1)OCO2)N1CCCC1	-1.6	8	-9	-2.7	13	7	-3	2	-1
O=C(O)CCc1nc(-c2ccc(Cl)cc2)no1	0.3	-5	9	-2.3	-1	1	0	3	-3
CCN1CCN(C(=S)c2ccc(Cl)c(Cl)c2)CC1	-1.8	-2	-2	-2.6	10	45*	1	3	-4
COc1cccc(NS(=O)(=O)c2ccc3[nH]cc(C(=O)NCCN4CCOCC4)c(=O)c3c2)c1	-5.9	1	0	-1.0	13	-1	9	2	2
COc1ccc(F)cc1C(=O)C1CCCN(C(=O)Cc2c(C)noc2C)C1 (stereo not given)	8.3*	5	3	-0.7	-12	-1	-15	3	-1
O=S(=O)(NCc1cccs1)c1cccc(S(=O)(=O)N2CCCCC2)c1	-1.0	6	5	-1.8	-6	-3	-9	10	-6
S=C(NCCC1=CCCCC1)Nc1ccc(Cl)cc1	-3.1	4	-6	-1.3	-10	-6	3	-3	-8
CCCS(=O)(=O)N1CCN(C(=O)c2ccc(-c3ccccc3)cc2)CC1	-0.4	2	-19	-0.3	9	9	-25	-6	4
O=C(C1CCC(CNS(=O)(=O)c2cccc3cccnc23)CC1)N1CCc2ccccc21 (stereo not given)	-1.4	-1	-17	-2.3	5	0	-29	-2	-16
CCN(CC)CCn1cnc2c1c(=O)[nH]c(=O)n2Cc1ccccc1	-2.3	2	6	-2.1	-23	-1	-2	2	8
CCCc1ccc2oc(C(=O)N3CCN(c4cnccn4)CC3)c(C)c2c1	-1.5	-3	1	-1.7	-2	2	-45	0	-10
COc1cc(C(=O)Nc2nnc(CC(=O)N3CCOCC3)s2)cc(OC)c1OC	-2.6	10	9	-3.6	-8	-1	-19	6	2
O=C(O)c1cccc(-n2cccc2/C=C\[N+](=O)[O-])c1	-1.6	-1	-13	-0.5	36	11	18	0	28

Molecules listed so far that contain a thiophene ring, fused or not (two):
SMILES	VIM-2 inhibitor	IDE inh	pCIP destab	IMP-1 inh	SUMO HTRF inh	M18AAP inhibitor	DNA FID counter	IDE cell activ	HCV NS3 hel inh
CCc1c(C)sc(NC(=O)CC#N)c1C#N	0.2	3	-2	0.2	17	6	-14	3	28
O=S(=O)(NCc1cccs1)c1cccc(S(=O)(=O)N2CCCCC2)c1	-1.0	6	5	-1.8	-6	-3	-9	10	-6

6 of the entries above in order of the SUMO HTRF inh value, rising.
structure	VIM-2 inhibitor	IDE inh	pCIP destab	IMP-1 inh	SUMO HTRF inh	M18AAP inhibitor	IDE cell activ	HCV NS3 hel inh
O=S(=O)(NCc1cccs1)c1cccc(S(=O)(=O)N2CCCCC2)c1	-1.0	6	5	-1.8	-6	-3	10	-6
Cc1nn(C)cc1CN(C)C(=O)CCc1nnc(CCC2CCCCC2)o1	-3.3	-5	-9	2.2	-2	0	2	-2
O=C(C1CCC(CNS(=O)(=O)c2cccc3cccnc23)CC1)N1CCc2ccccc21 (stereo not given)	-1.4	-1	-17	-2.3	5	0	-2	-16
Cc1ccc(NC(=O)OCCN2CCN(Cc3ccccc3)CCC2=O)cc1C	-0.6	2	-2	-2.1	8	-6	-1	-3
COCCN1C(=O)N(c2cccc(OC)c2)C(=O)C1CC(=O)Nc1ccc(Cl)cc1 (stereo not given)	-1.5	5	-62	-3.3	10	6	5	3
FC(F)(F)c1cccc(-c2nc3nc(Cl)c(Cl)nc3[nH]2)c1	-0.3	-1	-26	-1.0	32	-8	3	9

One compound at a time, as listed above:
O=C(c1ccc2c(c1)OCO2)N1CCCC1 is entered as VIM-2 inhibitor: -1.6; IDE inh: 8; pCIP destab: -9; IMP-1 inh: -2.7; SUMO HTRF inh: 13; M18AAP inhibitor: 7; DNA FID counter: -3; IDE cell activ: 2; HCV NS3 hel inh: -1
O=C1CSC(c2cn(-c3ccccc3)nc2-c2cc3ccccc3oc2=O)N1Cc1ccccc1 (stereo not given) is entered as VIM-2 inhibitor: -1.3; IDE inh: -2; pCIP destab: -6; IMP-1 inh: -2.7; SUMO HTRF inh: 9; M18AAP inhibitor: -4; DNA FID counter: -5; IDE cell activ: 3; HCV NS3 hel inh: 4
COc1cc(C(=O)Nc2nnc(CC(=O)N3CCOCC3)s2)cc(OC)c1OC is entered as VIM-2 inhibitor: -2.6; IDE inh: 10; pCIP destab: 9; IMP-1 inh: -3.6; SUMO HTRF inh: -8; M18AAP inhibitor: -1; DNA FID counter: -19; IDE cell activ: 6; HCV NS3 hel inh: 2

Compound activity: PubChem BioAssay, several laboratories
